TEAD-YAP block – TEAD-YAP interaction inhibition | HEK-TIYL cells, TEAD-Gal4/YAP UAS-luciferase luminescence | inhibition, % at 9.12 µM | 640,000 tested, 1.4% active | AID 1259422; in the data active = inhibition above about 32%;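 note: 0% = median of test compound wells and 100% = reference inhibitor wells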
GPR151 activ – activators of human GPR151. Q8TDV0. activation, % at 11.2 µM. PathHunter beta-arrestin GPR151 cells, luminescence. 650,000 tested, 1% active; in the data active = activation above about 4.9%;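 note: 0% = median of compound wells and 100% = cells with positive control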
Target sequence (Q8TDV0 whole entry, looked up): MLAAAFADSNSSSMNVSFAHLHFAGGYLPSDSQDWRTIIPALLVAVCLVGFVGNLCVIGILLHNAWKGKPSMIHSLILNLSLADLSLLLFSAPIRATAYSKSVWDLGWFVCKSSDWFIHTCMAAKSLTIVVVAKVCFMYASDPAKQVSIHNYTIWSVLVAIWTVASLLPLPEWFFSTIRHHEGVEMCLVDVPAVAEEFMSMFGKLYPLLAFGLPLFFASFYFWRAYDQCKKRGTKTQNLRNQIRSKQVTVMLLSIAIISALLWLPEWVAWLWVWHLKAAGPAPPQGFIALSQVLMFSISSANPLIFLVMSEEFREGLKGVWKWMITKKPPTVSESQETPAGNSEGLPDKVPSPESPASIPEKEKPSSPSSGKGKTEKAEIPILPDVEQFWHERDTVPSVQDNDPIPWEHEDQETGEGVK
MITF inh – human MITF inhibition, primary screen. O75030. AlphaScreen MITF homodimerization, bead proximity signal. inhibition, % at 2.6 µM. 650,000 tested, 0.91% active; in the data active = inhibition above about 50%;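 note: 0% = vehicle wells with protein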
Target sequence (O75030 whole entry, looked up): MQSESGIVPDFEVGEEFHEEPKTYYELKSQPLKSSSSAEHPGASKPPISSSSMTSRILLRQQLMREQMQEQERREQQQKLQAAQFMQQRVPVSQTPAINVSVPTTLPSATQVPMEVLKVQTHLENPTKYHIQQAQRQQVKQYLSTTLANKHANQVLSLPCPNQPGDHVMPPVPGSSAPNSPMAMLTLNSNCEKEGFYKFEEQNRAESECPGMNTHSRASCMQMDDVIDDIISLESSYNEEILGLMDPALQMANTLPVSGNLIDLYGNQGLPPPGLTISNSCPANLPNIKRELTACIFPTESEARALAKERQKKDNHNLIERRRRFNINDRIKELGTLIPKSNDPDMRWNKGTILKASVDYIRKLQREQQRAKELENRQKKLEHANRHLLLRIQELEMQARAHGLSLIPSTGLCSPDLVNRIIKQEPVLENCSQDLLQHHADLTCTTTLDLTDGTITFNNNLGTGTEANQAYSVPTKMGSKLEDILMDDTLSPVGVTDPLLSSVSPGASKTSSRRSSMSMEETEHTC
FBW7 act – activators of human E3 ligase FBW7 | AID 1259310 | AlphaScreen FBW7–phospho-cyclin E peptide binding, activator screen | Q969H0 | 650,000 tested, 0.13% active | normalized activity (activation), % at 26.1 µM; in the data active = normalized activity above about 1.9%;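 note: purified mutant Fbw7 with reduced substrate affinity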
* hit, by the source's call; nt = no result given; & = joins results of further samples. Rows are unselected (roughly 3.5% active in at least one column).

SMILES | TEAD-YAP block | GPR151 activ | MITF inh | FBW7 act
CCOC(=O)N1CCN(C(=O)Nc2ccc3nc(C)sc3c2)CC1 | 16 | -0.5 | 2 | 0.1
CC(=O)NC(Cc1ccccc1)C(=O)NC(CC(C)C)C(=O)O (configuration not stated) | 2 | 0.3 | -3 | 0.0
C[C@@](N)(C(=O)O)c1ccc(C(=O)O)cc1 | nt | 0.9 | 1 | -0.1
COc1cc2c(cc1/C=C1/NC(=O)N(CC(=O)Nc3ccccc3F)C1=O)OCO2 | 7 | 0.1 | 19 | 0.0
CC(C)NC(=O)CCNS(=O)(=O)c1ccc(Br)cc1 | 5 | 0.1 | 4 | 0.1
O=C(NC(=S)Nc1ccccc1C(=O)Nc1ccccc1)c1ccco1 | -12 | 0.2 | 11 | 0.3
COCC(C)NC(=S)Nc1ccccc1[N+](=O)[O-] (configuration not stated) | 0 | -1.5 | -5 | -0.1
CCOC(=O)N1CCN(c2ccc(C(=O)CC)cc2F)CC1 | -4 | 1.5 | 5 | -0.1
CC(=O)c1ccc[n+](CC(=O)NC(=O)NC(C)(C)C)c1 | 8 | -1.1 | -4 | 0.0
O=C(C1CC1)N1CCc2cc(S(=O)(=O)N3CCc4ccccc4C3)ccc21 | 0 | -0.8 | 5 | -0.2
CS(=O)(=O)N(CC(=O)N1CCN(c2ccc(F)cc2)CC1)c1ccccc1F | 4 | 0.3 | -7 | 0.2
Cn1c(SCC(=O)Nc2ccccc2)nnc1-c1cccs1 | -7 | -0.9 | 1 | 0.0
CCn1cc(C(=O)N2CCOc3ccc(C(C)(O)CN(C)C)cc3C2)cn1 (configuration not stated) | 6 | -0.9 | 13 | 0.6
Cc1c(NC(=S)NC(=O)c2ccccc2Br)cccc1-c1nc2ncccc2o1 | 0 | 0.8 | -12 | -0.1
O=C(Nc1ccc2c(c1)OCO2)N1CCCC(c2nnc(Cc3ccccc3)s2)C1 (configuration not stated) | -41 | 1.1 | -2 | -0.2
CCC(C)NC(=O)C(=O)Nc1cc(OC)ccc1OC (configuration not stated) | 1 | 0.9 | 11 | -0.1
COc1ccc(C(=O)O/N=C2\C=C(C)C(=O)C=C2C)cc1 | 1 | -0.1 | 9 | -0.1
CCCCN(C)C(=O)C1CCN(c2nnc(-n3cccc3)s2)CC1 | 4 | 0.8 | 8 | -0.2
Cn1cc(/C=C2\SC(=O)NC2=S)c2ccccc21 | 1 | -0.7 | 5 | -0.2
COc1cc([N+](=O)[O-])ccc1NC(=S)Nc1c(C)n(C)n(-c2ccccc2)c1=O | -1 | 0.0 | 5 | 0.0
O=C(c1ccco1)N1CCN(c2nccn3c(-c4ccc5[nH]ccc5c4)cnc23)CC1 | 7 | 0.1 | 8 | 0.1
CCN(C(=O)CCc1nc(-c2ccccc2F)no1)c1cc(OC)ccc1OC | 2 | 0.6 | 18 | 0.1
COc1ccc(C(=O)N/N=C/c2ccncc2)cc1OC | -1 | 0.5 | -13 | -0.1
CCOc1ccc(C2NC(=O)NC(C)=C2C(=O)OCCOC(C)C)cc1 (configuration not stated) | -10 | -1.3 | -5 | 0.1

Structures from the list above that have a nitro group on carbon, in the order listed:
SMILES | TEAD-YAP block | GPR151 activ | MITF inh | FBW7 act
COCC(C)NC(=S)Nc1ccccc1[N+](=O)[O-] (configuration not stated) | 0 | -1.5 | -5 | -0.1
COc1cc([N+](=O)[O-])ccc1NC(=S)Nc1c(C)n(C)n(-c2ccccc2)c1=O | -1 | 0.0 | 5 | 0.0

Going on with the list:
SMILES | TEAD-YAP block | GPR151 activ | MITF inh | FBW7 act
O=C(Cn1ccc2ccccc21)N1CCN(c2ncccn2)CC1 | 5 | 1.1 | 4 | 0.0
CC(C)(C)c1ccc(C2CC(=O)c3cnc(N)nc3C2)cc1 (configuration not stated) | -44 | 2.5 | 9 | -0.1
CC(C(=O)NC(C)(C)C)N(C(=O)c1snc(C(N)=O)c1N)c1ccc(F)c(Cl)c1 (configuration not stated) | 3 | 0.5 | 5 | -0.1
COC(=O)c1ccc(NC(=O)CC2C(=O)N(c3ccc(OC)cc3)C(=S)N2Cc2ccccc2)cc1 (configuration not stated) | 7&-7 | -0.2&-0.5 | 19&8 | 0.2&0.1
COc1ccc(OC)c(C(=O)CC2(O)C(=O)N(C(C)C)c3ccccc32)c1 (configuration not stated) | 7 | 0.4 | 6 | 0.3
O=C(Nc1ccc(Oc2ccc3ccccc3c2Cl)c(Cl)c1)c1cc2cc(Cl)cc(Cl)c2oc1=O | 10 | -0.1 | -8 | -0.1
CC1(C)C(=O)OC(c2cccc(Br)c2)C(C)(C)C1=O (configuration not stated) | 2 | 1.4 | 5 | -0.2
Cc1cc2cc(C#N)c(SCC(=O)Nc3c(C)[nH]c(=O)[nH]c3=O)nc2cc1C | -5 | 0.5 | 8 | -0.1
CC(C)[C@H]1CN(C)CCN1C(=O)CCc1nnc(-c2ccc3c(c2)OCO3)o1 | -5 | 2.7 | -4 | -0.1
Cc1ccc(F)cc1NC(=O)c1cc2c(=O)oc3ccccc3c2s1 | -10 | -0.9 | -5 | 0.0
O=C(N[C@H]1C[C@H]2C(=O)N[C@@H](Cc3c[nH]c4ccccc34)C(=O)N2C1)c1cc(F)cc(F)c1 | -1 | -1.9 | -1 | 0.0
COC(=O)c1cc(NC(=O)CC23CC4CC(CC(C4)C2)C3)cc(C(=O)OC)c1 | -2 | -1.3 | 21 | 0.0
CC(C)(O)C#Cc1ccc(C(=O)NC(Cc2c[nH]c3ccccc23)C(=O)O)cc1 (configuration not stated) | -3 | 12* | -2 | -0.2
COc1ccc(C2CC(=O)C3=C(C2)NC(C)=C(C(=O)OC2CCCCC2)C3c2ccccc2Cl)cc1OC (configuration not stated) | 1 | 0.9 | -6 | -0.1
CS(=O)(=O)c1ccccc1CN1CCCN(Cc2ccccc2)CC1 | 9 | -0.5 | 9 | -0.1
COc1ccc(/C=N/NC(=O)c2cccc(Br)c2)cc1 | -66 | -0.3 | 3 | -0.1
Cc1ccc(C2=N/C(=C\c3ccccc3C(F)(F)F)C(=O)O2)cc1C | 1 | 1.0 | 2 | -0.2
CC(C)CCNS(=O)(=O)c1ccc2[nH]c(=O)oc2c1 | 6 | 1.3 | 6 | 0.0
Cc1ccc(NC(=O)CC2SC(=Nc3ccc(O)cc3)NC2=O)cc1 (configuration not stated) | 1 | -0.8 | -3 | 0.1
Cc1cc(C(=O)CSc2nc(N)cc(N)n2)c(C)n1Cc1cccs1 | -42 | 0.7 | 7 | -0.2
CCOc1ccc(NC(=O)C(C)N2C(=O)c3ccccc3C2=O)cc1 (configuration not stated) | -7 | 0.6 | -11 | 0.0
CN(C(=O)CN(Cc1ccccc1)S(=O)(=O)/C=C/c1ccccc1)c1ccccc1 | 6 | 0.1 | 5 | 0.0
Cc1cc(C)cc(N=c2c([N+](=O)[O-])nn(-c3cccc(C)c3)n2O)c1 | 21 | 1.3 | 24 | -0.3
Cc1ccc(N2Cc3cc(=O)n4c([nH]c5ccccc54)c3C2=N)cc1 | -46 | -1.1 | 11 | 0.1
Cc1nnc(SCC(=O)NCc2ccco2)[nH]c1=O | 2 | 1.6 | 20 | 0.1
COC(=O)c1ccc(C(=O)Nc2ccc(Cl)c3ncsc23)cc1 | 8 | -0.3 | 9 | 0.8
Cc1cccc(C(=O)Nc2nn[nH]n2)c1 | -3 | -1.3 | 7 | 0.0
CC(C)(C)c1ccc(C(=O)NCc2nnnn2-c2ccc(Cl)cc2)cc1 | 1 | -0.6 | 12 | 0.1
CN(C)c1ccc(CN2CCc3c(nc(N4CCOCC4)[nH]c3=O)C2)cc1 | -1 | 1.5 | 5 | 0.2
COc1ccc(CN(Cc2cc3cc(C)ccc3[nH]c2=O)C(C)=O)cc1 | 13 | -0.6 | -1 | 0.0
Cc1cccc(NC(=O)CSc2cn(Cc3ccccc3C)c3ccccc23)c1 | -10 | -1.3 | 10 | 0.2
CC1=CC(c2ccc(Cl)cc2)n2nc(NC(=O)c3ccccc3)nc2N1 (configuration not stated) | 7 | 0.9 | 12 | -0.1
CCCNC(=O)C1CCN(c2ccc(Nc3nc4ccccc4n3C)nn2)CC1 | 27 | -0.1 | 18 | -0.1
CCn1c(=N)n(CC(=O)c2cccs2)c2ccccc21 | -14 | 0.3 | 11 | 0.8
COc1ccc(C(CC(=O)Nc2nccs2)N2Cc3ccccc3C2=O)cc1 (configuration not stated) | -13 | -0.5 | -18 | 0.1
O=C(NCCn1cc(SCc2ccccc2F)c2ccccc21)c1ccc(F)cc1 | 9 | 0.8 | 17 | 0.5

Pulled by compound from above:
SMILES | TEAD-YAP block | GPR151 activ | MITF inh | FBW7 act
CCCNC(=O)C1CCN(c2ccc(Nc3nc4ccccc4n3C)nn2)CC1 | 27 | -0.1 | 18 | -0.1
O=C(NCCn1cc(SCc2ccccc2F)c2ccccc21)c1ccc(F)cc1 | 9 | 0.8 | 17 | 0.5
CN(C)c1ccc(CN2CCc3c(nc(N4CCOCC4)[nH]c3=O)C2)cc1 | -1 | 1.5 | 5 | 0.2

Next part
SMILES | TEAD-YAP block | GPR151 activ | MITF inh | FBW7 act
CCC1=C([N+](=O)[O-])C(c2ccc3c(c2)OCO3)NC(=O)N1 (configuration not stated) | -4 | -1.3 | 14 | 0.1
C#CCn1cnc2c(cnn2-c2cccc(C)c2C)c1=O | 5 | -1.6 | 14 | 0.0
COc1ccc(-n2nc(C(=O)Nc3cccc(C)n3)c3c4ccccc4n(C)c3c2=O)cc1 | 6 | 0.0 | 0 | 0.1
COc1cccc(C(C)N(C)Cc2c(C(=O)N3CCCCC3)nc3sccn23)c1 (configuration not stated) | -7 | -0.5 | 11 | 0.0
CCCc1nn(C)c2c(=O)[nH]c(-c3cc(S(=O)(=O)N4CCN(C)CC4)ccc3OCC)nc12 | 1&3&9 | 1.0&2.4&-2.3&-0.9 | 5&-18&32&7 | -0.1&-0.1&0.1&0.6
c1ccc(COc2ccc(OCCn3cncn3)cc2)cc1 | -17 | -1.3 | 2 | 0.2
Cc1c(O)ccc(C(=O)CN2CCN(Cc3ccccc3)CC2)c1O | 1 | 0.7 | -5 | -0.3
CCOC(=O)C1=CN(c2ccc(F)cc2)C=C(C(=O)OCC)C1c1ccc(OC)c(OC)c1 | 5 | -1.6 | -4 | 0.0
O=C1NN(c2ccccc2)C(=O)/C1=C/c1cc([N+](=O)[O-])ccc1OCc1ccccc1F | -4 | -0.2 | 22 | 0.1
O=C(O)c1cccc2c(Cl)ccc(C(=O)O)c12 | -1 | -0.3 | 6 | 0.5
Cc1ccc(C)c(N(CC(=O)Nc2ccccc2C(F)(F)F)S(C)(=O)=O)c1 | -14 | 0.9 | -9 | -0.2
CSc1cccc(NC(=S)N(Cc2cccc(Br)c2)CC2CCC(C(=O)O)CC2)c1 (configuration not stated) | -1 | -0.6 | -8 | 0.0

Single records, as listed above. Order of values: TEAD-YAP block | GPR151 activ | MITF inh | FBW7 act
Cc1c(O)ccc(C(=O)CN2CCN(Cc3ccccc3)CC2)c1O in the list: 1 | 0.7 | -5 | -0.3
COc1cccc(C(C)N(C)Cc2c(C(=O)N3CCCCC3)nc3sccn23)c1 (configuration not stated) in the list: -7 | -0.5 | 11 | 0.0
COc1ccc(-n2nc(C(=O)Nc3cccc(C)n3)c3c4ccccc4n(C)c3c2=O)cc1 in the list: 6 | 0.0 | 0 | 0.1
CSc1cccc(NC(=S)N(Cc2cccc(Br)c2)CC2CCC(C(=O)O)CC2)c1 (configuration not stated) in the list: -1 | -0.6 | -8 | 0.0

(more compounds)
SMILES | TEAD-YAP block | GPR151 activ | MITF inh | FBW7 act
COc1ccc(C2C(=O)N(C3CCCCCC3)CC(=O)N2CCC2=CCCCC2)cc1OC (configuration not stated) | -7 | -0.5 | 8 | 0.1
COc1ccc(Cl)cc1C(=O)N/C(=C\c1cccc([N+](=O)[O-])c1)C(=O)Nc1ccc(C)c(Cl)c1 | -6 | -1.1 | 10 | -0.1
Fc1ccc(CCNc2nccc(Nc3ccncn3)n2)cc1 | -9 | -1.0 | 9 | -0.1
N#C/C(=C\c1ccc(-c2ccc(S(N)(=O)=O)cc2)o1)S(=O)(=O)c1ccccc1 | 0 | 0.2 | 7 | 0.0
O=C(Nn1c(=O)c2cc3c(=O)n(NC(=O)c4ccc(O)cc4)c(=O)c3cc2c1=O)c1ccc(O)cc1 | -6 | 0.0 | 6 | 0.0
COc1ccc(OC)c(-n2cnc3cc(C(=O)NCCC4=CCCCC4)ccc32)c1 | -16 | -0.1 | 1 | -0.1
C=CC(=O)Oc1cccc(N2Cc3ccccc3C2=O)c1 | 21 | -5.5 | -1 | 0.0
Cc1cccc(/N=C/c2c(O)c3ccccc3oc2=O)n1 | 2 | 0.0 | 1 | 0.1
COc1ccc(/C=C/C(=O)OCC(=O)C(C)(C)C)cc1OC | -5 | -0.2 | 1 | 0.1
COc1ccc(/C=C/C(=O)Nc2ccc(N3CCOCC3)cc2)cc1OC | 0 | 0.6 | 1 | 0.1
COc1ccc(/C=N/n2c(C(F)(F)F)n[nH]c2=S)cc1 | 6 | 0.6 | -8 | -0.1
Cc1cc(OCC(=O)NN2CCOCC2)ccc1[N+](=O)[O-] | -4 | 5.0* | -10 | 0.3
NC(=O)CSC1=Nc2ccccc2C2=NC(CC(=O)NCCc3ccccc3)C(=O)N12 (configuration not stated) | 6 | -0.8 | 8 | 0.1
O=C(Nc1ccn(Cc2ccc(Cl)cc2)n1)c1cccnc1 | -21 | -1.1 | 14 | 0.0
C=CCN(CC=C)S(=O)(=O)c1ccc(C(=O)N=c2sc3c4ccccc4ccc3n2C)cc1 | 4 | -0.6 | -2 | -0.1
COc1cccc(-c2nc(C3CCCN(C(=O)CC(C)(C)CC(=O)O)C3)n3ccccc23)c1 (configuration not stated) | 2 | -0.1 | 18 | -0.1
CC1=CC(=C(C#N)C#N)C=C(c2ccccc2)N1Cc1ccco1 | -1 | 1.2 | 0 | -0.1
Cc1ccc(C2CC(=O)NC(SCC(N)=O)=C2C#N)cc1 (configuration not stated) | 1 | 0.8 | -5 | -0.1

Screens as filed in PubChem BioAssay.
